# proKLK7 act: proKLK7 zymogen activators, primary screen, biochemical, fluorescence intensity; Kallikrein-7 (Homo sapiens), P49862; purified proKLK7, EDANS-DABCYL substrate fluorescence; 100% is mature enzyme control, 0% vehicle; activation, % at 7 µM; 0.9% of 370,000 active;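 active means activation above the mean of all tested compounds plus 3 SD, computed per campaign excluding outliers beyond control limits, cut at about 13% in these data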
# Target sequence (P49862 whole entry, looked up): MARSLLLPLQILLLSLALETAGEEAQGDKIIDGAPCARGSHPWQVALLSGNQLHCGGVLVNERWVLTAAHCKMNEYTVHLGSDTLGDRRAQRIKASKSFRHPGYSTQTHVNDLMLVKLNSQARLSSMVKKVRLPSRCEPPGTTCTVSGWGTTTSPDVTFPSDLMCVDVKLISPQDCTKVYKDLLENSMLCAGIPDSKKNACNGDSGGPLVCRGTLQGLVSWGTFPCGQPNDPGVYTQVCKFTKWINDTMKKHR
# PLCg1 inh: PLC-gamma1 enzyme inhibitors, primary screen, biochemical, fluorescence, purified enzyme. inhibition, % at 12.2 µM. 0.84% of 370,000 active. 1-phosphatidylinositol 4,5-bisphosphate phosphodiesterase gamma-1 (Homo sapiens), P19174. AID 720700, 2013. fluorogenic substrate; in the data active means inhibition above about 9.5%
# Rev-erbA mod: modulators of Rev-erb alpha DNA binding, primary screen, biochemical, FITC-DNA, fluorescence polarization, uHTS; Nuclear receptor subfamily 1 group D member 1 (Homo sapiens), P20393; Rev-erbα–FITC-DNA binding, 90 min; activity, % at 10 µM; 0.79% of 370,000 active;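 active means activity above about 14%, limit read from the data; passing the limit was not always enough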;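 further: 0% = DMSO wells with 35 nM protein and 100% = DMSO wells with 750 nM protein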
# Tn6 DDE FP: inhibitors of Tn6 peptide binding to fibrin DD(E), primary screen, biochemical, fluorescence polarization, human fibrin, Tn6 probe; Fibrinogen beta chain (Homo sapiens), P02675; Fibrin DD(E) TRITC-Tn6 fluorescence polarization displacement; inhibition, % at 8.3 µM; 0.21% of 370,000 active; AID 720509, 2013;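 active means inhibition above a per-campaign cutoff: mean of compounds within control limits plus 3 SD, cut at about 15% in these data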;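 further: 0% = median of all compound wells on the plate and 100% = blocking peptide control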
# ARFGAP1 inhibitor: inhibitors of rat ARFGAP1 GAP activity, primary screen, biochemical, fluorescence polarization, GDP tracer | ADP-ribosylation factor GTPase-activating protein 1 (Rattus norvegicus), Q62848 | Arfgap1-stimulated ARF1 GTP hydrolysis, GDP FP detection | inhibition, % at 16.5 µM | 0.26% of 360,000 active | AID 651572, 2012;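 active means inhibition above a per-plate limit, mean inhibition of low control wells plus 3 SD, cut at about 25% in these data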;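 further: 0% = DMSO wells with enzyme and 100% = wells lacking Arfgap1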
# Target sequence (Q62848 1-136 limits assumed): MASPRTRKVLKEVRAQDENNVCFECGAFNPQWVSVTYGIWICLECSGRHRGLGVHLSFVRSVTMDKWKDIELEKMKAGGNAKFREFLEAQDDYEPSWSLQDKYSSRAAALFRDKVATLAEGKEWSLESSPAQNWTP
#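 Material: truncated rat Arfgap1 GAP domain; Incubation: compound-enzyme preincubation 20 min, reaction 120 min, detection 60 min, 25 °C; Read-out: percent inhibition of Arfgap1-stimulated GTP hydrolysis; Technique: FP, GDP Alexa 633 tracer displaced from anti-GDP antibody, 620/688 nm; Controls: No-Arfgap1 wells (100%) versus DMSO full-reaction wells (0%); Replication: single well per compound.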
# UHRF1 binding: UHRF1 methylated DNA binding inhibitors, primary screen, counter-screen for MBD2 inhibitor project, biochemical, TR-FRET, human UHRF1, single concentration. UHRF1 binding to methylated oligo. 0.75% of 370,000 active. inhibition, % at 4.4 µM; in the data active means inhibition above about 21%;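 further: UHRF1 SRA domain binding a hemimethylated CpG hairpin DNA probe; 0% = median of test compound wells and 100% = reference inhibitor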
# PLC-beta3 inh: human PLC-beta3 inhibitors, primary screen, biochemical, fluorescence; 1-phosphatidylinositol 4,5-bisphosphate phosphodiesterase beta-3 (Homo sapiens), Q01970; Purified PLC-beta3, fluorogenic substrate; inhibition, % at 12.2 µM; 0.18% of 370,000 active; AID 720704, 2013; in the data active means inhibition above about 11%;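 further: 0% = median of compound wells on plate and 100% = full blocker control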
# Tn7 DDE FP: inhibitors of Tn7 peptide binding to fibrin DD(E), primary screen, biochemical, fluorescence polarization, human fibrin, Tn7 probe. Fibrinogen beta chain (Homo sapiens), P02675. FP displacement of FITC-Tn7 peptide from fibrin DD(E); 0% = median of compound wells per plate. inhibition, % at 8.3 µM. 0.13% of 370,000 active. AID 720508, 2013;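 active means inhibition above the mean of compounds falling within the control limits plus 3 SD of them, cut at about 14% in these data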;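 further: 0% = plate median of compound wells and 100% = 10 µM Aha-Tn7 peptide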
#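 Assay system: human fibrin DD(E) protein / Input: 2 µM fibrin DD(E) / Benchmarks: high control of 10 µM Aha-Tn7 peptide / Measured by: fluorescence polarization of the labelled Tn7 tracer / Medium: Tris buffer with calcium and detergent, pH 7.8 / Timing: 10 min compound pre-incubation, 3 h probe incubation at room temperature / Repeats: one replicate per compound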
# sPLA2-III inh: human group III sPLA2 inhibitors, primary screen, biochemical, QFRET, BODIPY PC-A2 liposome substrate. inhibition, % at 12.2 µM. 0.56% of 370,000 active. QFRET BODIPY PC-A2 liposome hydrolysis, fluorescence. Group 3 secretory phospholipase A2 (Homo sapiens), Q9NZ20;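 active means inhibition above mean plus 3 SD of compounds lying within the high and low control bounds, cut at about 19% in these data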;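 further: 0% = median of test compound wells and 100% = no enzyme DMSO wells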
# Target sequence (Q9NZ20 whole entry, looked up): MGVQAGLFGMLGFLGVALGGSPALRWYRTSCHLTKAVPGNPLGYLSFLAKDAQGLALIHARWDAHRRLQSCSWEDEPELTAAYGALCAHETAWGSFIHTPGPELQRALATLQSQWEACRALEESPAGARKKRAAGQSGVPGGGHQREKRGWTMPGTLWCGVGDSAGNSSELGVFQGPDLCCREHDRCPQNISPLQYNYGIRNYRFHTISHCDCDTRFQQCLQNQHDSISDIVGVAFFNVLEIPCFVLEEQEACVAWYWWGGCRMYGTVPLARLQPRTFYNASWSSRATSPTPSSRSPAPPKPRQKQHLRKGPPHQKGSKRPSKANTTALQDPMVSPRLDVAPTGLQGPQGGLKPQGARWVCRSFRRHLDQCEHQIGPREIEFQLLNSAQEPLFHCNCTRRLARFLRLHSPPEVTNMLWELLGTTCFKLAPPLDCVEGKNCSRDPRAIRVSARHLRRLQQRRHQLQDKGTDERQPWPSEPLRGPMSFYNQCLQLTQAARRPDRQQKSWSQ
# ASAP1 inh: inhibitors of human ASAP1 ArfGAP activity, primary screen, biochemical, fluorescence polarization; Arf-GAP with SH3 domain, ANK repeat and PH domain-containing protein 1 (Homo sapiens), …; inhibition, % at 16.5 µM; ASAP1-stimulated ARF1 GTP hydrolysis, GDP FP detection; 0.19% of 360,000 active; AID 624377, 2012; in the data active means inhibition above about 25%;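 further: 0% = vehicle with enzyme and substrate and 100% = no enzyme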
# * marks the source's active call; other numbers are inactive results; nt = not tested or not shown. An unsorted share of the library, and some 4.5% of all compounds hit somewhere here.
SMILES,proKLK7 act,PLCg1 inh,Rev-erbA mod,Tn6 DDE FP,ARFGAP1 inhibitor,UHRF1 binding,PLC-beta3 inh,Tn7 DDE FP,sPLA2-III inh,ASAP1 inh
COc1ccc(NS(=O)(=O)c2cc(NC(=O)c3ccc(=O)[nH]c3)ccc2C)cc1,0.7,2,5,0,-5,-1,-7,-1,-17,12
Cc1cc(Oc2ncccc2[N+](=O)[O-])c2cc(Cl)ccc2n1,-0.3,2,3,7,10,2,-6,-1,4,1
Cc1ccc(S(=O)(=O)CNC(=S)c2cccc(C)c2)cc1,0.9,0,6,5,-4,-4,2,2,10,-6
O=C(NCc1csc(-c2cccs2)n1)C1CCCCC1,0.8,-2,2,0,-1,3,-12,-7,3,-7
Cc1cc(C)c(S(=O)(=O)Cc2ccc(Cl)cc2)c(=O)[nH]1,0.2,-3,0,-4,2,2,-1,0,5,-5
COc1cccc(OC)c1OCCNCC1COc2ccccc2O1 (stereo not given),0.3,0,-4,2,0,-1,4,-1,-3,0
COc1ccc(-c2cc(C(F)(F)F)nc(SCCC(=O)NCc3ccccc3)n2)cc1,-0.1,-2,6,-2,-3,-1,-4,10,0,2
CC1CC(C)CN(Cc2nc(N)nc(Nc3ccccc3)n2)C1 (stereo not given),0.1,-2,1,0,8,1,4,-8,-11,-3
Cc1nn(CC(=O)O)c(C)c1C,0.2,3,-1,-5,-8,-1,1,-5,3,8
C=CCSc1nsc(NC(=O)Nc2ccc(F)cc2)n1,0.8,0,-2,-22,15,1,-7,-8,-23,7
Cc1onc(-c2ccccc2Cl)c1C(=O)NNC(=O)c1ccccc1F,-0.4,2,6,2,-13,0,0,-8,3,12
O=C1N=C(N2CCOCC2)SC1=C1CCCCC1,-0.3,1,5,3,7,0,0,5,3,4
CCc1cccc2c(C(=O)CN3C(=O)C(=O)N(C4CCCC4)C3=O)c[nH]c12,0.0,4,0,-2,-18,0,-7,4,2,-10
CCN(Cc1nc(-c2ccc(OC)cc2)no1)C(=O)c1ccc2c(c1)OCO2,-0.1,-2,0,-1,7,-2,-7,11,-4,2
O=C(NC1CCCCCCC1)c1cnccn1,-0.3,2,0,2,-2,-2,-1,2,-4,6
COc1ccc(-n2nc(C(=O)NCC(=O)N3CC(C)CC(C)C3)c3ccccc3c2=O)c(OC)c1 (stereo not given),0.2,-2,4,2,1,-1,-7,2,-2,-6
FC(F)(F)c1cc(CCN2C(=S)NC[C@@H]2c2ccccc2)cc(C(F)(F)F)c1,-0.5,1,2,0,-3,2,5,0,-4,-5
O=C(NNC(=O)c1cccc2ccccc12)c1cccc(F)c1,-0.2,1,-1,-1,4,2,-2,2,4,-9
O=[N+]([O-])c1ccccc1S(=O)(=O)n1nnc2ccccc21,-0.5,1,3,3,9,3,-1,4,9,-1
O=C(O)c1[nH]c2ccc([N+](=O)[O-])cc2c1-c1ccccc1,-0.1,-5,6,-7,4,1,-12,-1,3,2
CC1=CC=CN2C1=NC(=O)CC2(C)C(=O)N(CC(=O)NC1CCCC1)c1cc(C)cc(C)c1 (stereo not given),-0.3,-143,-4,-2,6,3,-216,0,6,-8
C=CCNc1cnn(-c2ccc(C)cc2)c(=O)c1Sc1ccc(C)cc1,-0.1,0,-3,4,-1,0,3,8,-4,10
O=C1Nc2ccc(Br)cc2/C1=C/C1CC=CCC1 (stereo not given),-0.8,-5,-5,3,2,-2,-13,3,-10,5
CCCCN(C)C(=O)C1CCN(CCCc2ccccc2)CC1,-0.7,-11,5,1,1,6,-1,2,-11,0
O=C(/C=C/c1cccc([N+](=O)[O-])c1)N1CCN(Cc2ccc3c(c2)OCO3)CC1,-0.1,-1,-3,-1,1,3,1,0,6,7
Cc1ccc(C)c(NC(=O)C2CCCN(S(=O)(=O)c3ccc4[nH]c(=O)ccc4c3)C2)c1 (stereo not given),-0.1,-1,10,-7,10,-3,2,3,7,14
CN(C)C(=O)CCc1ccc2c3c([nH]c2c1)[C@]1(C)[C@@H](C(=O)N2CCCCC2)C[C@H](CC(=O)NCCN2CCOCC2)C(=O)N1CC3,0.7,0,6,5,-3,-3,1,-3,2,-10
CCN(CC)S(=O)(=O)c1ccc(OC)c(NS(=O)(=O)Cc2ccccc2)c1,0.2,-2,-2,-5,-7,-1,-6,-4,-4,4
Cc1ccc(S(=O)(=O)NCC(c2cccnc2)N2CCOCC2)cc1 (stereo not given),0.6,0,-5,-7,7,-3,0,2,0,10
CC(C)Oc1ccc2c(=O)c(-c3ccccc3)coc2c1,-0.2,1,-3,-6,-6,-2,0,-2,-3,-1
COc1ccc(-n2ncc3c(N4CCC(C)CC4)ncnc32)cc1,-0.2,-19,-4,-6,-1,1,-22,6,-4,4
COc1cc(CN2CCCCCC2)c([N+](=O)[O-])cc1OC,-0.5,-3,3,2,-3,-5,-9,4,0,-12
Nc1nnc(SCC(=O)OCC(=O)Nc2ccc(Br)cc2)s1,0.0,-5,3,2,-2,2,0,5,16,-5
COc1ccc(C(=O)NCCS(=O)(=O)N2CCc3ccccc3C2)cc1,0.3,-2,-2,4,1,3,-6,-5,5,-9
Cc1ccccc1S(=O)Cc1ccc(C(=O)NCCN2CCOCC2)o1 (stereo not given),0.5,4,-1,-5,-7,2,4,-1,-1,6
C#CCNC(=O)C[C@H]1C[C@@]2(C(=O)OC)C(=C[C@H](C(C)(C)C)O[C@@H]2C)N(Cc2ccc3c(c2)OCO3)C1=O,0.5,2,9,0,4,-1,0,5,17,1
Cc1ccc2c(c1)OC(c1ccc3c(c1)OCCO3)CC2=O (stereo not given),0.5,-13,1,-9,9,3,-26,-9,3,10
N#Cc1ccccc1S(=O)(=O)N1CCN(C(=O)C2CCC2)CC1,0.0,3,-5,1,8,0,3,1,10,-8
O=C(NCc1ccccc1Cl)C1CCN(S(=O)(=O)N2CCC3(CC2)OCCO3)CC1,0.4,7,3,5,6,2,0,4,5,-16
Cn1cnc([N+](=O)[O-])c1Sc1nnc(-c2ccccc2)c(-c2ccccc2)n1,-0.1,9,-1,-1,-3,4,0,-6,15,0
Cc1ccc(S(=O)(=O)N2CCN(C(=O)COC(=O)c3ncc(Cl)c(Cl)c3Cl)CC2)c(C)c1,0.7,2,-7,-12,17,4,-5,-6,-6,-3
CC(c1nc2ccccc2n1Cc1ccccc1)N1CCCCC1 (stereo not given),-0.6,2,2,12,-1,0,-2,-4,-3,7
Cc1c([N+](=O)[O-])c(C(=O)NC2CCCCC2)nn1C,-0.8,0,-2,8,-4,3,0,5,5,6
O=C(COc1ccc(Cl)cc1Cl)N/N=C/CCc1ccccc1,-0.3,0,-1,-1,9,0,2,-5,-5,3
Cc1ccccc1-n1c(=O)cc(NCc2ccc3c(c2)OCO3)[nH]c1=O,-0.2,0,3,-12,-1,-3,6,-1,-1,1
Cc1cc(C)n(Cc2cnc(N3CCOCC3)s2)n1,0.8,1,0,-3,-6,-3,0,0,3,10
Nc1nc2ccc(Cl)cc2cc1C(=O)NCCc1ccc(Cl)cc1Cl,-0.5,-18,1,5,5,1,-24,1,1,20
Cc1cccc(C)c1Nc1ncnc2ccccc12,-0.8,9.7*,-4,6,-3,-4,0,-7,-1,-1

# With a hit mark in PLCg1 inh, among the entries above:
molecule | proKLK7 act | PLCg1 inh | Rev-erbA mod | Tn6 DDE FP | ARFGAP1 inhibitor | PLC-beta3 inh | Tn7 DDE FP | sPLA2-III inh | ASAP1 inh
Cc1cccc(C)c1Nc1ncnc2ccccc12 | -0.8 | 9.7* | -4 | 6 | -3 | 0 | -7 | -1 | -1

# Continued:
SMILES,proKLK7 act,PLCg1 inh,Rev-erbA mod,Tn6 DDE FP,ARFGAP1 inhibitor,UHRF1 binding,PLC-beta3 inh,Tn7 DDE FP,sPLA2-III inh,ASAP1 inh
COc1ccccc1C(=O)OCC(=O)NC(=O)NC1CCCCC1,-0.1,-3,-3,4,10,4,-5,-1,1,-1
COc1ccc(Oc2ccc(/C=C/C(=O)c3cccc(OC)c3)cc2[N+](=O)[O-])cc1,0.4,0,-3,-5,-2,0,-1,-5,2,15
COc1ccc(C(=O)NC(=S)N(CCC(C)C)c2c(N)n(Cc3ccccc3)c(=O)[nH]c2=O)cc1,1.1,-2,-6,5,-2,-2,2,4,0,-7
C[n+]1ccccc1/C=C/c1ccccc1Cl,-0.4,-2,1,0,16,-1,-7,-7,13,5
CC(=O)c1ccc(NC2OC(CO)C(O)C(O)C2O)cc1 (stereo not given),-0.5,0,-3,1,-2,-1,1,5,1,2
CC(NC(=O)c1ccc(N(C)C)cc1)C1CC2CCC1C2 (stereo not given),0.7,0,31*,-7,1,-2,-1,2,2,-3
O=C1CN(C(=O)CN2C(=O)NC(c3ccccc3)(c3ccccc3)C2=O)c2ccccc2N1,1.0,3,2,2,6,5,-8,-4,-14,16
C(=N/N1CCN(c2ccccc2)CC1)/c1ccco1,0.5,0,-5,0,nt,0,2,-7,0,nt
Cc1ccc(S(=O)(=O)N2CCOCC2)cc1C(=O)NC1CCCC1,0.6,-1,-7,2,-4,0,-3,-3,-5,-8
CC(C)C[C@H](NC(=O)N1CCN(c2ccccc2)CC1)C(=O)O,-0.1,0,-2,-7,-11,-3,0,9,7,8
Cc1ccc(-n2cc(CN(C)Cc3nccn3C)c(-c3cccc(C)c3)n2)cc1,0.5,8,0,-2,10,2,0,-6,4,-3
C=CCN1C2=NCCCN2c2ccccc21,-0.4,1,-3,4,4,5,1,9,-1,10
CCSc1nnc(NC(=O)C(NC(=O)c2ccc(Cl)cc2)C(C)C)s1 (stereo not given),-0.3,-6,-3,1,-11,9,-5,3,-19,3
O=C1C2C3C=CC(CC3)C2C(=O)N1c1cccc(Br)c1 (stereo not given),-0.2,2,-4,3,6,-2,-2,1,-3,-8
Nc1ncnc(Nc2ccccc2Cl)n1,0.1,-1,-1,-4,-1,1,-7,-3,11,-1
COc1ccc(NC(=S)N(Cc2ccc(C)cc2)Cc2ccccn2)cc1,0.3,8,3,0,-9,4,1,-4,4,-10
